Compound activity as filed in PubChem BioAssay.
p-CIP stab down = compounds decreasing mouse p/CIP protein stability | Q05BA5 | F442A p/CIP-EGFP cells, EGFP fluorescence, 16 h | decrease of EGFP signal, % at 10 µM | 0.01% of 290,000 active;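 active means EGFP signal decrease of at least 30% at 10 µM or well 3 SD below plate mean, unless failing retest; inactive means the rest, including hits failing retest or dose response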; further: some compounds called inactive have numbers as strong as hits; many of its hits are not listed in these tables
IMP-1 inh = blocks Pseudomonas aeruginosa IMP-1 metallo-beta-lactamase; purified IMP-1, nitrocefin hydrolysis, epi-absorbance fluorescence; inhibition, % at 5.6 µM; 0.45% of 290,000 active;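 active means inhibition above the mean plus 3 SD of all compounds in the same screening run, cut at about 4.5% in these data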;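 further: 0% = IMP-1 with DMSO and 100% = DMSO wells lacking enzyme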
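assay system = purified recombinant IMP-1 metallo-beta-lactamase enzyme | schedule = 15 min preincubation plus 25 min reaction at 25 °C | signal = Epi-absorbance fluorescence, 480 nm excitation, 530 nm emission | read-out basis = percent inhibition from optical density relative to buffer-blank wells | controls = IMP-1 with DMSO as 0%, enzyme-free DMSO as 100%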
PHOSPHO1 inh = PHOSPHO1 (human) inhibition | Q8TCT1 | recombinant PHOSPHO1, absorbance phosphatase assay | inhibition, % at 13.3 µM | 1.1% of 290,000 active | AID 1565; in the data active means inhibition above about 60%
GPR7 antag = blocks human GPR7 receptor signaling; 1.1% of 290,000 active; GPR7-expressing cells, fluorescence antagonist assay; inhibition, % at 4.4 µM; AID 1861; in the data active means inhibition above about 16%, passing the limit was not always enough;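 further: cells stimulated with the agonist NPW; 0% = agonist with vehicle and 100% = vehicle without agonist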
PfM18AAP inh = PfM18AAP enzyme inhibition; recombinant PfM18AAP, H-Glu-NHMec fluorogenic cleavage; inhibition, % at 7.35 µM; 1.2% of 290,000 active;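 active means inhibition above the campaign mean inhibition over all tested compounds plus 3 SD, cut at about 28% in these data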;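 further: 0% = plate median of test compound wells and 100% = 2 mM ZnCl2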
VIM-2 inhibitor = inhibitors of Pseudomonas aeruginosa VIM-2 metallo-beta-lactamase. purified VIM-2, nitrocefin hydrolysis, epi-absorbance fluorescence. inhibition, % at 5.6 µM. 0.89% of 290,000 active. AID 1527;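 active means inhibition above the mean of all tested compounds plus 3 SD, cutoff set per screening run, cut at about 7.5% in these data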;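 further: red hydrolysis product quenches plate fluorescence so inhibitors raise well fluorescence; 0% = enzyme with DMSO and 100% = DMSO without enzyme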
IDE cell activ = IDE (human) activation, cell-based; HEK cells, FAbeta-B cleavage, fluorescence polarization; 0% vehicle, 100% cell-free pure enzyme wells; activation, % at 5.96 µM; 0.073% of 340,000 active;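 active means activation above the mean of all tested compounds plus 3 SD, set per screening campaign, cut at about 17% in these data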
Target sequence (P14735 whole entry, looked up): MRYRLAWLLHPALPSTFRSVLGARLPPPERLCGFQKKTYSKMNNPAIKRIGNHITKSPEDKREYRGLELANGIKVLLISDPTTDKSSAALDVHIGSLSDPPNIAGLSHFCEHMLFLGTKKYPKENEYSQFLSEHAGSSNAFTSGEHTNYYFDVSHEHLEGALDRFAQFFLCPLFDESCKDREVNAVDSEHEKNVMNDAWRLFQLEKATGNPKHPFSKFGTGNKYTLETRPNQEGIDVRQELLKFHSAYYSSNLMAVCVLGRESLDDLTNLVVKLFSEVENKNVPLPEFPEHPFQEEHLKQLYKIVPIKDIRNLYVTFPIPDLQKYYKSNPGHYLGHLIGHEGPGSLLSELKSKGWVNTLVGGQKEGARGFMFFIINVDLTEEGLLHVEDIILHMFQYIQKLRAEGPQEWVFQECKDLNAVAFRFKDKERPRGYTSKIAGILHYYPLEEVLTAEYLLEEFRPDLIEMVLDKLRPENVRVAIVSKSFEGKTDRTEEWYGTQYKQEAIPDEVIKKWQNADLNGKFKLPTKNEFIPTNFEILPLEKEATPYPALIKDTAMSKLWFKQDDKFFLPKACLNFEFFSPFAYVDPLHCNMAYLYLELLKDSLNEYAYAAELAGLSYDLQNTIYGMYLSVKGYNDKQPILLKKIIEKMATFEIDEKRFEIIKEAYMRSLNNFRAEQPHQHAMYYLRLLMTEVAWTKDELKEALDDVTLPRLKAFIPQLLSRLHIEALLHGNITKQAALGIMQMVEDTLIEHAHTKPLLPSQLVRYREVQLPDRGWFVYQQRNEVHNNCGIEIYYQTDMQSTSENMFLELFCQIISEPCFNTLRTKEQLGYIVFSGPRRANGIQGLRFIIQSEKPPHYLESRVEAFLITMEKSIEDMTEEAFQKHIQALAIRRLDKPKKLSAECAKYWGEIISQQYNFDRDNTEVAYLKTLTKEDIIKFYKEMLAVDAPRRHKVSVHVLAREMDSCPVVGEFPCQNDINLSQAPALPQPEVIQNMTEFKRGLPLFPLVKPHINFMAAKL
NALP1 inh = blocks the NALP1 inflammasome reconstituted in yeast; S. cerevisiae NALP1/ASC/caspase-1 growth, X-gal OD620, 72 h; inhibition, % at 10 µM; 0.61% of 280,000 active; AID 2071; in the data active means inhibition mostly above about 24%, no sharp cut-off; inactive means mostly below about 32%; further: some compounds called inactive have numbers as strong as hits
IDE cell inh = cellular human IDE inhibition | AID 434962 | inhibition, % at 5.59 µM | 0.41% of 320,000 active | HEK cells, FAbetaB cleavage, fluorescence polarization;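 active means percent inhibition above the average of all tested compounds plus 3 SD, set per screening campaign, cut at about 16% in these data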;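 further: IDE supplied by intact live HEK cells; FP after avidin binding of uncleaved biotin substrate so inhibition keeps polarization high; 0% = DMSO wells and 100% = 60 µM reference IDE inhibitor Ii1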
Starred values were filed as active, the others as inactive; . = no result given.

compound,NALP1 inh,PHOSPHO1 inh,IDE cell inh,p-CIP stab down,VIM-2 inhibitor,PfM18AAP inh,GPR7 antag,IMP-1 inh,IDE cell activ
COc1cccc(/C=N/NC(=O)CCc2ccccc2)c1,-5,12,-2,-13,-6.8,-4,-10,-2.5,3
Cc1ccc(-n2nnnc2SCC(=O)Nc2ccccc2-c2ccccc2)cc1C,16,-11,4,-2,-1.9,1,-4,-2.8,3
c1cn2c(Nc3ccc4c(c3)OCCO4)c(-c3ccc(N4CCOCC4)cc3)nc2cn1,.,27,0,-20,-2.6,1,-22,-2.9,9
CCc1cc(C(=O)N2CCN(c3ncc(C(F)(F)F)cc3Cl)CC2)sc1C,-7,36,-2,-21,-4.1,-6,-10,-2.1,-2
O=C(NCC(c1cccs1)N1CCOCC1)c1cccnc1 (stereo not drawn),13,24,1,6,-1.2,4,-11,-2.4,3
CNC(=S)N/N=C/c1ccc(-c2cccc(C(=O)O)c2)o1,.,39,0,-14,-1.9,23,-4,-2.1,5
O=C(O)C1CCCN1c1nc(C(F)(F)F)nc2ccccc12 (stereo not drawn),-1,25,4,-14,-2.7,-2,-3,-2.1,5
Oc1ccc(-c2n[nH]c(=S)n2Cc2ccco2)cc1,-10,100*,3,-2,1.8,19,0,-4.0,-14
COC(=O)c1ccc(-n2nnnc2SCc2ccccc2OC)cc1,25,13,0,-5,-3.4,1,38*,-2.5,4
Cc1ccccc1Nc1nc(N)nc(COC(=O)c2ccc(S(=O)(=O)N(C)C)cc2)n1,25,-7,-1,-11,-2.5,-8,0,-4.6,-3
Cc1ccc2cc3cc(C(=O)N4CCCCC4C)oc3nc2c1 (stereo not drawn),3,-22,5,-7,0.9,-5,16,-3.9,6
CC(C)n1c(=O)[nH]c2cc(C(=O)Nc3ccccc3)ccc21,-2,10,1,-7,-0.7,-8,-5,-1.1,0
O=C(O)c1ccccc1Sc1ncnc2sc3c(c12)CCC3,7,17,2,-6,29*,-3,-13,-2.4,4
CCN(CC)CCN(Cc1cc2cc3c(cc2[nH]c1=O)OCCO3)C(=S)NCCCOC,1,41,5,-9,0.6,27,-11,-1.6,2
CN1C(=O)c2cccc(NCCCN3C(=O)c4ccccc4C3=O)c2C1=O,17,6,2,-14,-2.8,-2,-10,0.3,0

A few values from the results shown.
IDE cell inh result of `CCc1cc(C(=O)N2CCN(c3ncc(C(F)(F)F)cc3Cl)CC2)sc1C` = -2
IDE cell inh result of `CC(C)n1c(=O)[nH]c2cc(C(=O)Nc3ccccc3)ccc21` = 1
VIM-2 inhibitor result of `CN1C(=O)c2cccc(NCCCN3C(=O)c4ccccc4C3=O)c2C1=O` = -2.8
IDE cell activ result of `COC(=O)c1ccc(-n2nnnc2SCc2ccccc2OC)cc1` = 4
p-CIP stab down result of `CCN(CC)CCN(Cc1cc2cc3c(cc2[nH]c1=O)OCCO3)C(=S)NCCCOC` = -9
PHOSPHO1 inh result of `O=C(NCC(c1cccs1)N1CCOCC1)c1cccnc1` (stereo not drawn) = 24

Next part.
compound,NALP1 inh,PHOSPHO1 inh,IDE cell inh,p-CIP stab down,VIM-2 inhibitor,PfM18AAP inh,GPR7 antag,IMP-1 inh,IDE cell activ
Cc1cc(NC(=O)C2C3C(=O)N(c4cccnc4)C(C(=O)NC(C)(C)C)C34C=CC2(C)O4)no1 (stereo not drawn),-2,16,12,-16,-3.1,-4,-9,-1.5,3
Cc1cc(C)c(C#N)c(SCSCc2ccccc2)n1,8,20,4,-8,-4.0,-2,0,-5.7,-1
Cc1cc(C(=O)N2CCC(Cc3ccccc3)CC2)c(C)o1,9,-87,0,3,1.3,-5,28*,1.2,5
CCN(CC)C(=O)CSc1nnc(-n2nc(C)cc2C)c2ccccc12,14,23,-8,5,-1.1,-3,-5,-2.3,6
COc1cc(Oc2nc(C(F)(F)F)nc3ccccc23)ccc1C=O,4,.,-1,4,14*,-4,-3,-0.9,-1
COc1ccc(CCNC(=O)C2CCCN(C(=O)N(C)C)C2)c(OC)c1 (stereo not drawn),-14,-10,0,-15,0.6,0,-6,-1.2,1
O=C(NCCC1=CCCCC1)C1CC(=O)N(C2CCCCC2)C1 (stereo not drawn),17,45,3,-9,2.2,5,8,2.0,-7
CCOC(=O)Cn1nc(C)c(NC(=O)c2ccc([N+](=O)[O-])c(C)c2)c1C,7,24,2,2,-2.7,2,8,-3.5,4
COC(=O)c1cc2c(s1)CS(=O)C2 (stereo not drawn),0,6,8,2,-1.2,-9,-15,-4.9,5
Cc1ccc(NC(=O)c2ccccc2NC(=O)c2cccnc2)cc1,20,45,-1,-14,0.0,4,-5,1.7,4
CC(=O)NCc1cc(-c2nn(C)c(=O)c3ccccc23)ccc1C,25,-7,-2,-5,1.7,-7,-5,-4.6,-2
O=C(c1cc(F)c(F)cc1Cl)N1CCCc2ccccc21,3,30,-1,9,2.2,11,3,0.5,-2
Cc1cc(S(=O)(=O)Nc2nc(CN3CCOCC3)nc3sc4c(c23)CCCC4)ccc1F,-4,-4,6,4,-4.0,0,5,-4.6,5
COc1ccc(NC(=O)CCS(=O)(=O)c2ccc3c(c2)CCCN3C(C)=O)cc1Cl,14,-3,2,7,-3.7,-10,-12,-2.0,1
O=C(Nc1cccc2ncccc12)c1ccccc1F,2,-19,.,-6,-3.1,0,-9,-3.8,0

Overlap with the part before: 2 entries; new compounds follow.
compound,NALP1 inh,PHOSPHO1 inh,IDE cell inh,p-CIP stab down,VIM-2 inhibitor,PfM18AAP inh,GPR7 antag,IMP-1 inh,IDE cell activ
COc1ccc(NC(=O)CCS(=O)(=O)c2ccc3c(c2)CCCN3C(C)=O)cc1Cl,14,-3,2,7,-3.7,-10,-12,-2.0,1
O=C(Nc1cccc2ncccc12)c1ccccc1F,2,-19,.,-6,-3.1,0,-9,-3.8,0
Cc1ccc(CN2CC(C(=O)Nc3ccc4c(C)cc(=O)oc4c3)CC2=O)cc1 (stereo not drawn),-2,13,7,-4,0.5,-6,3,-4.5,0
COc1cccc(C(=O)CN2CCN(S(=O)(=O)c3cccc([N+](=O)[O-])c3)CC2)c1,18,4,6,6,-5.3,-8,-4,-4.7,1
CCC(CO)NCc1ccc(OCC(=O)Nc2cccc(C(F)(F)F)c2)c(OC)c1 (stereo not drawn),18,-5,4,-3,-2.1,-3,6,-3.5,6
CCOc1ccc(NC(=O)CCNS(=O)(=O)c2ccc3c(c2)CC(C)N3C(C)=O)cc1 (stereo not drawn),-8,48,-2,3,-1.9,4,-15,-2.8,3
CN(Cc1nc2ccc(Cl)cc2[nH]1)Cc1nc(-c2cnccn2)no1,12,23,0,-9,-0.5,4,-9,-1.7,-1
CCN(CCn1cccn1)C(=O)CCc1nnc(-c2ccc3c(c2)OCO3)o1,-13,14,0,4,-1.8,2,-11,-2.9,-3
CCOC(=O)N1CCN(C(=O)c2ccc3c(=O)n(Cc4ccc(OC)cc4)c(=S)[nH]c3c2)CC1,-7,-8,-1,8,-6.0,7,-9,-4.2,0
Cc1ccccc1NC(=O)N(CCc1nc2ccccc2[nH]1)Cc1ccccc1,-1,0,4,-5,-4.6,-2,-11,-3.2,-5
Cc1cc2cccc(C)c2nc1SCC(=O)N(C)c1nc(-c2ccccc2)cs1,-2,19,-5,-12,-2.3,-7,-11,-1.5,-2
COC(=O)C1NN=C(C(=O)c2ccccc2)C1c1ccccc1 (stereo not drawn),3,-20,-6,-12,-0.8,0,-4,-3.0,3
Cc1ccc(C)c(-c2nnc(NC(=O)Cc3ccccc3)o2)c1,10,22,-3,4,-2.5,8,5,0.2,1
O=C(CCSc1nccn1Cc1ccccc1)N1CCOCC1,.,30,2,5,-0.7,-7,-17,-2.4,1
CCCC(=O)Nc1ccc(C(=O)NNC(=O)c2cccs2)cc1,18,18,-1,1,-2.5,8,-16,-1.8,7
Cc1cc(C)n(C(=O)c2ccc(C)c(S(=O)(=O)N3CCOCC3)c2)n1,34,-16,2,6,-2.0,7,1,-0.1,5
Cc1sc(N)nc1-c1ccc(Oc2ccccc2)cc1,95*,18,-2,-14,-4.6,-8,3,2.6,2

By substructure: the entries above with a COOH group (three)
compound,NALP1 inh,PHOSPHO1 inh,IDE cell inh,p-CIP stab down,VIM-2 inhibitor,PfM18AAP inh,GPR7 antag,IMP-1 inh,IDE cell activ
CNC(=S)N/N=C/c1ccc(-c2cccc(C(=O)O)c2)o1,.,39,0,-14,-1.9,23,-4,-2.1,5
O=C(O)C1CCCN1c1nc(C(F)(F)F)nc2ccccc12 (stereo not drawn),-1,25,4,-14,-2.7,-2,-3,-2.1,5
O=C(O)c1ccccc1Sc1ncnc2sc3c(c12)CCC3,7,17,2,-6,29*,-3,-13,-2.4,4

New compounds follow.
compound,NALP1 inh,PHOSPHO1 inh,IDE cell inh,p-CIP stab down,VIM-2 inhibitor,PfM18AAP inh,GPR7 antag,IMP-1 inh,IDE cell activ
O=c1oc2ccccc2c(NCc2cccc(F)c2)c1[N+](=O)[O-],-8,-10,-3,-5,1.8,1,-13,-1.4,-2
Cc1noc(C)c1S(=O)(=O)N(CC(=O)Nc1ccc2c(c1)OCCO2)c1ccc(C(C)C)cc1,0,11,-2,-11,-3.1,5,-10,-4.7,5
CC(CCc1ccccc1)NC(=O)COC(=O)c1ccc(F)cc1 (stereo not drawn),-7,40,1,-9,-3.6,7,-18,-0.6,-7
O=c1cc(CN2CCOCC2)c2ccc(O)c(O)c2o1,-11,18,3,4,0.1,36*,-1,-3.9,3
Cc1ccccc1-n1nc2c(c1NC(=O)CC(C)C)CS(=O)C2 (stereo not drawn),20,30,-3,-9,-1.6,-9,15,-1.2,-1
Cc1nc(C)c(C(=O)Nc2ccccc2)s1,6,-6,7,-7,-5.4,-5,22*,-4.0,5
CCOC(=O)c1c(C)[nH]c(C(=O)COC(=O)c2ccc(O)cc2)c1C,27,27,1,11,1.0,-17,-4,-1.2,-8
O=C(Nc1ccccc1C(=O)N1CCOCC1)c1cccnc1,-7,-38,-2,-5,-0.9,-19,-1,-1.7,4

Random draw from the library. About 5.3% of those tested had a hit in this group.
